aSyn yeast rescue = alpha-synuclein toxicity suppression in yeast; AID 1347070; Potency, µM (doses to about 46.1 µM), for the others: at the highest dose growth rescue (activation), usual class: activators; hit rate 0.02% among 94,000; S. cerevisiae alpha-synuclein toxicity rescue, BacTiter-Glo growth, 24 h; active means well fitted activation curve with a large enough effect; inconclusive means small, poorly fitted or top-dose-only effect; further: 0% is about no effect
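Growth restoration measured by BacTiter-Glo luminescence after 24 hr at 30 deg C; alpha-synuclein yeast, raffinose-pregrown to mid-log, were added at OD600=0.02 in galactose medium onto pinned compounds.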
* = called active by the depositor; ? = inconclusive. Potency means the concentration at half of the fitted maximal effect.

molecule	aSyn yeast rescue
CCOC(=O)c1sc(NC(=O)c2cc3nc(-c4ccccc4)cc(C(F)(F)F)n3n2)c(C(=O)OCC)c1C	-1.3%
Cc1onc(-c2c(F)cccc2Cl)c1C(=O)NNC(=O)C1CCN(Cc2ccccc2)CC1	5.7%
CCOc1ccc(CN2CCc3nc(N4CCN(c5ncccn5)CC4)ncc3C2)cc1OC	-3.0%
CCc1ccc(-n2nc(C)c3c(C(=O)N4CCN(c5cccc(Cl)c5)CC4)cc(C)nc32)cc1	11.1%
O=C(CSc1cccc2cccnc12)Nc1cccc(S(=O)(=O)N2CCOCC2)c1	5.8%
COc1ccc(N)cc1S(=O)(=O)Nc1ccccc1Cl	3.8%
CC(=O)c1cccc(NC(=O)c2ccc3nc(C(C)C)oc3c2)c1	-5.4%
O=C(COC(=O)c1cccc(S(=O)(=O)N2CCCC2)c1)Nc1cccc(Br)c1	6.4%
Cc1cc(Nc2ccccc2Cl)c2ccccc2n1	-6.2%
CCc1nc(N2CCN(C(=O)CCCl)CC2)c2c3c(sc2n1)CCCC3	?
CC(C)(C)NC(=O)C(c1ccncc1)N(Cc1cccs1)C(=O)c1csnn1 (configuration not stated)	-3.7%
c1ccc(CN2CCC3CC2c2ccc(N4CCOCC4)cc23)cc1 (configuration not stated)	-0.9%
COc1cccc(CNC(=O)C(NS(=O)(=O)c2ccc3c(c2)CCN3C(C)=O)C(C)C)c1 (configuration not stated)	2.7%
N#C/C(=C\c1ccc(Cl)cc1)C(=O)NCC1CCCO1 (configuration not stated)	16.2%
CN1CCc2c(sc3c2C(=O)NC(c2ccc(OC(=O)c4ccc(C(C)(C)C)cc4)cc2)N3)C1 (configuration not stated)	0.4%
Cc1ccc(Cl)cc1N1CCN(C(=O)c2cn(C)c3ccc(S(=O)(=O)N4CCC(C)CC4)cc3c2=O)CC1	3.2%
CC(C)C(C(=O)Nc1nccs1)N1C(=O)c2ccccc2C1=O (configuration not stated)	4.8%
Fc1cccc2sc(N3CCCCC3)nc12	-11.9%
COc1cc2c(cc1OC)C(=O)C(Br)CC2 (configuration not stated)	-2.3%
CCOC(=O)CNC(c1ccccc1)c1cc(Br)ccc1NC(C)=O (configuration not stated)	2.1%
COc1ccc(NCc2cc3ccc(OC)cc3n(CC(=O)Nc3cc(Cl)ccc3C)c2=O)cc1	9.2%
COc1cccc(C(=O)Nc2c(C(=O)c3ccc(F)cc3)oc3ccccc23)c1	-4.2%
CC(=O)N1CCc2c(sc3c2c(=O)n(-c2ccccc2)c(=O)n3CC(=O)NCC2CCCO2)C1 (configuration not stated)	5.3%
CC(C)CCNC(=O)c1ccc2c(c1)N(Cc1cccc(Cl)c1)C(=O)c1ccccc1S2	0.2%
Cc1ccc(C)c(NC(=O)Cn2cnc3nc4c(cc3c2=O)CCCC4)c1	6.8%
CC(C(=O)Nc1ccc(O)cc1)c1cccc(C(=O)c2ccccc2)c1 (configuration not stated)	-11.4%
Cc1ccccc1OCC(=O)Nc1cccc(S(=O)(=O)NC2=NCCCCC2)c1	1.9%
COCCn1c(C)cc(O)c(C(c2ccccc2OC)N2CCN(c3ccccc3)CC2)c1=O (configuration not stated)	5.1%
CC(=O)N1CCc2c(sc(NC(=O)c3ccc([N+](=O)[O-])o3)c2C(N)=O)C1	-10.6%
O=[N+]([O-])c1ccccc1NS(=O)(=O)c1ccccc1	16.2%
CCC(CC)c1nnc(NC(=O)CS(=O)(=O)c2ccccc2)s1	-8.1%
Cc1cc2ccccc2n1-c1ccc(C(=O)N2CCC(C(=O)NCc3ccc(Cl)cc3)CC2)s1	0.3%
CCOC(=O)c1c(NC(=O)COc2cccc(C(F)(F)F)c2)sc2c1CCCCC2	1.7%
O=C(CSc1nnc(-c2cccc(F)c2)o1)Nc1nncs1	0.4%
CCOc1ccc(OCC(=O)NCCS(=O)(=O)N2CCN(c3ccc(OC)cc3)CC2)cc1	2.5%
CN(C)S(=O)(=O)c1ccc(SCC(=O)Nc2ccc3c(c2)OCCO3)nc1	11.1%
CCOC(=O)N1CCC(N(CCN(C)C)C(=S)Nc2ccccc2OCC)CC1	-2.6%
CCc1ccc(S(=O)(=O)c2cn(C)c3ccc(C)cc3c2=O)cc1	5.9%
Fc1ccc(OCCOCCN2CCCC2)cc1	-8.1%
O=C(CSc1nc2c([nH]c3ccccc32)c(=O)n1-c1cccc(C(F)(F)F)c1)N1CCc2ccccc21	22.1%
COC(=O)c1cc(S(=O)(=O)N2CCN(Cc3ccccc3)CC2)cn1C	6.5%
CC(=O)N1CCC2(CC1)OC(=O)C(C)=C2C(=O)NCc1ccc(Cl)cc1	2.3%
COc1cccc(/C=N/Nc2nnc(C)n2N)c1O	1.2%
COc1cc(Cl)c(C)cc1NC(=O)c1cnc2c(-c3cccc(C)c3)c(C)nn2c1C	-9.3%
CCC(=O)N1c2ccccc2C(C)(c2ccccc2)CC1(C)C (configuration not stated)	-4.8%
N#Cc1ccc(CN2CCN(C(=O)Cn3nc(C(N)=O)c4ccccc4c3=O)CC2)cc1	-3.5%
C[C@H](NC(=O)OC(C)(C)C)c1nnc(SCc2c(F)cccc2Cl)o1	2.9%
Oc1ccc(/C=N/Nc2nc(N3CCCC3)nc(N3CCCC3)n2)cc1O	7.5%
COc1ccc(/C=C/C(=O)OCC(=O)N(C)c2c(N)n(Cc3ccccc3)c(=O)[nH]c2=O)cc1OC	1.7%
COc1ccc(C2C(C(=O)Nc3cccnc3)=C(C)Nc3nc(-c4ccc(OC)c(OC)c4)nn32)cc1 (configuration not stated)	-2.4%
Cc1ccc(NC(=S)N(CCN(C)C)C(C)c2ccco2)c(C)c1 (configuration not stated)	-6.8%
O=C(Cn1ccn(-c2ccc(F)c(F)c2)c(=O)c1=O)Nc1ccccc1F	-0.6%
O=C(Cn1c(=O)n(Cc2ccco2)c(=O)c2sc3ccccc3c21)Nc1ccc(F)cc1F	2.5%
Cc1cc(C(F)F)n2nc(C(=O)Nc3c(C)cccc3C)nc2n1	-11.4%
O=C(Nc1sc2c(c1C(=O)NCC1CCCO1)CCC2)c1cc(=O)c2ccccc2o1 (configuration not stated)	-2.4%
CCc1ccc(NC(=O)Cn2c(=O)n(Cc3nc(-c4ccccc4)no3)c(=O)c3cc4c(cc32)OCO4)cc1	-16.0%
Cc1ccc(-c2nnc(Nc3cccc(Cl)c3)c3ccccc23)cc1S(=O)(=O)N1CCN(C)CC1	2.2%
CCOC(=O)C(=O)N1c2ccccc2C(N(C(=O)C(=O)OCC)c2ccccc2)CC1C (configuration not stated)	7.5%
CC(=O)c1ccc(N(CC(=O)NCc2ccc3c(c2)OCO3)C(=O)c2csnn2)cc1	-1.3%
Cc1ccc(-n2c(-c3ccco3)nc3c(cnn3-c3ccc(C)cc3)c2=O)cc1	-3.8%

Next entries.
molecule	aSyn yeast rescue
COc1cccc(/C=C/C(=O)OCC(=O)N2c3ccccc3CC2C)c1 (configuration not stated)	2.4%
COc1ccc(-c2cn3c(n2)sc2cc(C(=O)NCCc4ccc(OC)cc4OC)ccc23)cc1	0.4%
C[C@H](CO)N1C[C@H](C)[C@H](CN(C)C(=O)c2ccc(N3CCN(C)CC3)cc2)OCc2cnnn2CCCC1=O	10.3%
O=C(N1CCOCC1)N1CCN(c2ccccc2F)CC1	-2.9%
COC(=O)c1ccc([C@@H]2Nc3c(cccc3C(F)(F)F)[C@@H]3C=CC[C@@H]32)cc1	5.9%
Cc1cc(C)n(-c2nc3ccccc3nc2N2CCN(c3cccc(C(F)(F)F)c3)CC2)n1	6.4%
Cc1cccc2nc(Cn3c(=O)n(-c4ccccc4)c(=O)c4c5c(sc43)CCC5)cc(=O)n12	2.6%
CC(C)OC(=O)/C(=C/c1cccnc1)NC(=O)c1ccccc1	-10.6%
COc1c(OC)c(O)c2c(=O)cc(-c3c(O)cccc3O)oc2c1OC	7.9%
O=C(NNc1cc(C(F)(F)F)ccc1Cl)c1ccc(=O)[nH]c1	-6.5%
O=C1ON=C(c2ccccc2)/C1=C/c1ccc(O)c(O)c1	13.3%
Cc1ccccc1NC(=O)Cc1nnc(SCC(=O)NC2CCCCC2)n1C	-9.2%
Cc1ccc(C)c(S(=O)(=O)NCCCn2ccnc2)c1	2.1%
CN1CCN(C(=O)c2ccc(Oc3ccc([N+](=O)[O-])cc3)cc2)CC1	-9.4%
COc1ccccc1C(=O)NC(=O)COC(=O)c1cnccn1	-4.1%
COC(=O)c1ccccc1NC(=O)CS(=O)(=O)Cc1nc(-c2ccc(C)cc2)oc1C	-3.4%
COc1cc(NS(=O)(=O)c2ccc(Nc3nc(-c4ccccc4)cs3)cc2)nc(OC)n1	0.0%
O=C1C(=O)N(Cc2ccccc2)C(=O)N1CCOc1ccccc1	7.4%
O=C(O)c1cc(N/N=C/c2ccc(-c3ccc(F)cc3)o2)ccc1Cl	-17.7%
CCCCn1c(-c2sccc2C)n[nH]c1=S	4.1%
CC(=O)Nc1ccc(S(=O)(=O)Nc2ccccc2C(=O)NCc2cccnc2)cc1	-6.7%
COc1ccc(CCNC(=O)Cc2cc(=O)[nH]c(=O)[nH]2)cc1OC	6.0%
CC(=O)c1ccc(-c2ccc(C(=O)N3CCCc4ccccc43)o2)cc1	9.5%
Cc1ccc(S(=O)(=O)N(C)C)cc1NC(=O)c1ccccc1Br	-1.1%

Brought forward from above: five compounds, then new ones.
molecule	aSyn yeast rescue
CCCCn1c(-c2sccc2C)n[nH]c1=S	4.1%
CC(=O)Nc1ccc(S(=O)(=O)Nc2ccccc2C(=O)NCc2cccnc2)cc1	-6.7%
COc1ccc(CCNC(=O)Cc2cc(=O)[nH]c(=O)[nH]2)cc1OC	6.0%
CC(=O)c1ccc(-c2ccc(C(=O)N3CCCc4ccccc43)o2)cc1	9.5%
Cc1ccc(S(=O)(=O)N(C)C)cc1NC(=O)c1ccccc1Br	-1.1%
CCn1cc(S(=O)(=O)c2cccc(C)c2)c(=O)c2cc(F)c(N3CCCC(C)C3)cc21 (configuration not stated)	1.6%
COc1cc(/C=C/C(=O)O)cc(S(=O)(=O)NCc2ccc3c(c2)OCO3)c1OC	3.6%
COc1ccc(NC(=O)Cn2c(=O)c(C)nc3ccccc32)cc1Cl	2.5%
O=C(Nc1onc2c1CCCC2)c1ccc(Cl)cc1	2.7%
Nc1ccccc1-c1nc2ccncc2[nH]1	-7.0%
O=S(=O)(c1ccccc1)N1CCN(c2nc(-c3cccnc3)nc3ccccc23)CC1	-2.1%
Cc1ccc(Cl)cc1NCN1C(=O)c2ccccc2C1=O	5.2%
O=C(Nc1ccc(S(=O)(=O)N2CCC(c3nc4ccccc4s3)CC2)cc1)c1ccccc1F	-0.1%
Cc1ccc(NC(=O)COC(=O)c2ccc(=O)n(Cc3ccccc3)n2)cc1F	-5.5%
COc1cc(C(=O)Nc2c(C(=O)Nc3ccccc3F)oc3ccccc23)cc(OC)c1OC	5.6%
O=C(Nc1ccc(Cl)cc1)N1CCOC12CCC1(CC2)OCCO1	7.3%
CC(C)n1cnc2cc(NCc3ccccc3O)ccc21	-2.4%
COc1ccccc1C#CC1=CC(=O)C[C@H](c2ccc(F)cc2)C1	12.4%
N#C/C(=C/c1ccc(O)c(O)c1)c1nc2ccccc2[nH]1	-7.4%
CCn1c(SCC(N)=O)nc2cc(S(=O)(=O)N3CCOCC3)ccc21	-0.2%
CC(C)Cc1nn2c(=O)cc(COC(=O)c3ccc(NC(=O)c4cccs4)cc3)nc2s1	2.2%
COCCn1c(C)cc(C(=O)COC(=O)CCS(=O)(=O)c2ccc(C)cc2)c1C	-2.9%
COc1ccc(CCn2c3c(c(=O)[nH]c2=O)C(NC(=O)c2ccc(Cl)cc2)(C(F)(F)F)C(=O)N3)cc1OC (configuration not stated)	4.0%
CCCCCNC(=O)C(=O)NCC(c1ccc2c(c1)OCO2)N1CCOCC1 (configuration not stated)	-4.9%
CCOC(=O)c1ccc(N2CC3=C(C2=O)C(c2ccc(OC)cc2)NC(=O)N3C)cc1 (configuration not stated)	8.4%
CCc1nn(CC(=O)NCc2ccccc2Cl)c(=O)c2cccn12	-6.0%
CCOC(=O)c1c(C)c(-c2ccccc2)n(CC(=O)NC2CCCCC2)c1C	1.1%
COc1ccc(-c2nc(CNC(=O)NC3CCCCC3)c(C)o2)c(OC)c1	0.9%
CC(C)c1cc(-c2nc(-c3ccc(Br)cc3)no2)n[nH]1	-4.4%
CC(NC(=O)C1CCN(S(=O)(=O)c2ccc3nc4c(c(C(=O)O)c3c2)CCCC4)CC1)c1ccccc1 (configuration not stated)	2.0%
Cc1ccccc1CN1C(=O)c2ccccc2Sc2ccc(C(=O)NC3CCCCC3)cc21	6.1%
CCCCn1c(N)c(N(CCOC)C(=O)c2cc(Cl)nc3ccccc23)c(=O)[nH]c1=O	1.5%
COC(=O)c1cnc(N2CCN(c3ccccc3F)CC2)c2ccccc12	-12.7%
CC(C)(C)c1csc(NC(=O)C2=COCCO2)n1	-7.3%
CCc1ccccc1NC(=O)c1ccc2c(c1)CCN2S(C)(=O)=O	-10.4%
CCOc1ccc(CCNC(=O)CCn2c(=O)c3cccn3c3cccnc32)cc1	0.6%
COC(=O)c1ccccc1NC(=O)c1ccc2c(c1)CCN2S(=O)(=O)c1ccc(Cl)cc1	5.6%
COc1cc2c(=O)n(C)c3ccccc3c2cc1OC	17.2%
CC(N=C1NS(=O)(=O)c2ccccc21)C(=O)NCc1ccncc1 (configuration not stated)	-6.5%

Screening data as filed in PubChem.

Only part of the results is shown; count on the stated rates, not on these rows.
